Bioassay records (PubChem BioAssay)
U2OS ROS induce: ROS inducers in U2OS cancer cells, primary screen, cell-based, H2DCF-DA fluorescence; U2OS ROS induction; 46,000 tested, 2% active; ROS induction (% of piperlongumine), % at 10 µM; in the data active means ROS induction above about 79%, passing the limit was not always enough; inconclusive means no clear call, values can overlap the other calls;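 further: 0% = DMSO vehicle median and 100% = reference compound median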
Active calls of the source: *; ? = inconclusive. Only part of the results is shown. The share of hits here may be higher or lower than overall.

SMILES | U2OS ROS induce
COc1ccc(CN(C)C[C@@H]2Oc3ccc(NC(=O)Cc4ccccc4)cc3CC(=O)N([C@H](C)CO)C[C@H]2C)cc1 | 12
C[C@H](CO)N1C[C@H](C)[C@@H](CN(C)S(=O)(=O)c2ccccc2)Oc2c(NS(=O)(=O)c3ccc(Cl)cc3)cccc2C1=O | -11
COc1ccc(C2C3=C(CC(C)(C)CC3=O)Nc3ccccc3N2C(C)=O)cc1COc1ccc(F)cc1 (stereo unspecified) | -2
COc1ccc(C2=NN(C(=O)CCC(=O)O)C(c3cccs3)C2)cc1 (stereo unspecified) | 16
Cc1nnsc1-c1nnc(SCC(=O)N(c2ccccc2)C2CCCCC2)n1C1CC1 | 0
Cc1ccc(S(=O)(=O)N(CC(=O)NC2CC2)C2CCCCC2)cc1 | -9
Cc1c(O)cc2c(c1O)C(=O)CC(c1ccccc1)O2 (stereo unspecified) | -2
COc1ccc(NC(=O)N(C)C[C@@H]2Oc3ccc(NC(=O)NC(C)C)cc3CC(=O)N([C@@H](C)CO)C[C@@H]2C)cc1 | -3
CCOc1ccc(-n2cc(-c3ccccc3)c3c(NC(C)C)ncnc32)cc1 | 38
COc1ccc(S(=O)(=O)Nc2cccc3c2O[C@H](CN(C)Cc2ccc(-c4ccccc4)cc2)[C@@H](C)CN([C@@H](C)CO)C3=O)cc1 | 42
CC1CCCC(NC(=O)c2ccc3c(SCC(=O)O)c4c(nc3c2)CCC4)C1C (stereo unspecified) | -9
C[C@@H]1CN([C@H](C)CO)C(=O)Cc2cc(NS(=O)(=O)c3ccc(Cl)cc3)ccc2O[C@H]1CN(C)CC1CC1 | 20

Part of the list above, set out differently.
Compound	U2OS ROS induce
Cc1ccc(S(=O)(=O)N(CC(=O)NC2CC2)C2CCCCC2)cc1	-9
Cc1c(O)cc2c(c1O)C(=O)CC(c1ccccc1)O2 (stereo unspecified)	-2
COc1ccc(NC(=O)N(C)C[C@@H]2Oc3ccc(NC(=O)NC(C)C)cc3CC(=O)N([C@@H](C)CO)C[C@@H]2C)cc1	-3
CCOc1ccc(-n2cc(-c3ccccc3)c3c(NC(C)C)ncnc32)cc1	38

Other records:
SMILES | U2OS ROS induce
C[C@@H]1CCCCO[C@H](CN(C)C(=O)CCC(F)(F)F)[C@@H](C)CN([C@H](C)CO)C(=O)c2cc(NC(=O)CCCCCC(=O)Nc3ccccc3N)ccc2O1 | 44
COc1ccc(/C=C/C(=O)c2c(OC)cc(OC)c(CC=C(C)C)c2OC)cc1 | 4
C[C@H]1CN([C@@H](C)CO)C(=O)Cc2cc(NC(=O)C3CCCCC3)ccc2O[C@H]1CN(C)S(=O)(=O)c1ccccc1 | 23
CCCCc1c(O)c2cccc3c4ccccc4n(c1=O)c23 | 41
Cc1noc(C)c1NC(=O)Nc1cccc2c1O[C@@H](CN(C)Cc1ccc(C(=O)O)cc1)[C@H](C)CN([C@H](C)CO)C2=O | -5
C[C@H]1CN([C@@H](C)CO)C(=O)CCCn2cc(nn2)CO[C@H]1CN(C)S(=O)(=O)c1cn(C)cn1 | 9
Cc1ccc(Sc2sc(=O)n(C)c2S(=O)(=O)c2ccc(C)cc2)cc1 | 7
Cc1ccc(S(=O)(=O)N(C)C[C@@H]2Oc3ccc(NC(=O)Nc4c(C)noc4C)cc3CC(=O)N([C@H](C)CO)C[C@H]2C)cc1 | -1
COC(=O)c1cccc(NC(=O)CSc2nc3cc4ccccc4cc3[nH]2)c1 | -2
COc1ccc(NC(=O)N(C)C[C@H]2Oc3ccc(NS(=O)(=O)c4ccc(F)cc4)cc3CC(=O)N([C@H](C)CO)C[C@H]2C)cc1 | -1
CC1(C)CC(=O)C=C(Sc2nc3cc(Cl)ccc3s2)C1 | 40
CCn1c(SCC(=O)Nc2cccc(Cl)c2Cl)nc2ccccc2c1=O | 57
CNC[C@H]1OCCCC[C@@H](C)Oc2ccc(NS(=O)(=O)c3cn(C)cn3)cc2C(=O)N([C@H](C)CO)C[C@@H]1C | -6
CC(C)NC(=O)N(C)C[C@@H]1Oc2c(NC(=O)c3cnccn3)cccc2C(=O)N([C@@H](C)CO)C[C@H]1C | -2
Cc1ccc(S(=O)(=O)Nc2ccc3c(c2)CC(=O)N([C@@H](C)CO)C[C@H](C)[C@H](CN(C)CC2CCCCC2)O3)cc1 | 17
C[C@@H]1CN([C@H](C)CO)C(=O)c2cccc(N(C)C)c2O[C@H]1CN(C)C | -9
CSc1ccccc1NC(=O)CSc1nnnn1-c1ccccc1F | -2
CC(=O)N/C(=C\c1ccccc1)C(=O)NC1CCCCC1C (stereo unspecified) | -3
COC(=O)CCCCCCC(=O)NN=C1CCCC1 | -11
COc1ccc(S(=O)(=O)N(C)CC(=O)Nc2cccc(C(C)=O)c2)cc1 | 6
C[C@@H]1CN([C@H](C)CO)C(=O)Cc2cc(NS(=O)(=O)c3ccc(F)cc3)ccc2O[C@H]1CN(C)C(=O)NC1CCCCC1 | 2
CNC[C@@H]1Oc2ccc(NS(=O)(=O)c3ccc(F)cc3)cc2CC(=O)N([C@@H](C)CO)C[C@@H]1C | -4
O=C(Nc1ccc(S(=O)(=O)Nc2ccccc2Oc2ccc(Cl)cc2Cl)cc1)C1CC1 | -11
COc1cc(C[C@@H]2COC(c3ccc(O[C@@H]4O[C@H](CO)[C@@H](O)[C@H](O)[C@H]4O)c(OC)c3)[C@@H]2CO)ccc1O[C@@H]1O[C@H](CO)[C@@H](O)[C@H](O)[C@H]1O (stereo partly specified) | -13

A draw from above in order of heavy-atom count, falling.
SMILES | U2OS ROS induce
COc1cc(C[C@@H]2COC(c3ccc(O[C@@H]4O[C@H](CO)[C@@H](O)[C@H](O)[C@H]4O)c(OC)c3)[C@@H]2CO)ccc1O[C@@H]1O[C@H](CO)[C@@H](O)[C@H](O)[C@H]1O (stereo partly specified) | -13
C[C@@H]1CN([C@H](C)CO)C(=O)Cc2cc(NS(=O)(=O)c3ccc(F)cc3)ccc2O[C@H]1CN(C)C(=O)NC1CCCCC1 | 2
Cc1ccc(S(=O)(=O)Nc2ccc3c(c2)CC(=O)N([C@@H](C)CO)C[C@H](C)[C@H](CN(C)CC2CCCCC2)O3)cc1 | 17

Continuation:
SMILES | U2OS ROS induce
COC(=O)Nc1ccc(S(=O)(=O)N2CCCC(C(=O)Nc3ccc(N(C)C)cc3)C2)cc1 (stereo unspecified) | -12
C[C@@H]1CN([C@H](C)CO)C(=O)c2cc(NC(=O)Nc3ccc(C(F)(F)F)cc3)ccc2O[C@H]1CN(C)C(=O)Nc1ccc(F)cc1 | -3
COc1c(-c2ccccc2)oc2c(OC)c(O)cc(O)c2c1=O | 10
Cc1noc(C)c1S(=O)(=O)Nc1ccc2c(c1)CC(=O)N([C@@H](C)CO)C[C@H](C)[C@H](CN(C)C(=O)NC1CCCCC1)O2 | 7
C[C@@H]1CN([C@H](C)CO)C(=O)c2cc(NC(=O)Cc3cn(C)c4ccccc34)ccc2O[C@@H]1CN(C)S(=O)(=O)c1ccc(F)cc1 | 2
C[C@@H]1C[C@H]2[C@@H]3C[C@H](F)C4=CC(=O)C=C[C@]4(C)[C@@]3(F)[C@@H](O)C[C@]2(C)[C@@]1(O)C(=O)CO | -12
O=Nc1c(O)n(CC(=O)Nc2ccccc2)c2ccccc12 | -13
Cc1ccc(Cn2c(=O)cc(C(=O)NC3CCCCC3)c3ccccc32)cc1 | -17
CC1=CC(C)(C)N(Cc2ccccc2)c2ccccc21 | ?
O=C(NCc1ccccc1)[C@@]1(CCS(=O)(=O)c2ccccc2)N=C(c2ccc(OCCCO)cc2)O[C@H]1c1ccccc1 | 78*
Cc1ccc(S(=O)(=O)N(C)CC(=O)Nc2ccc(C(F)(F)F)cc2)cc1 | -1
CCN1C(=O)c2ccccc2Sc2ccc(C(=O)NCCc3ccccc3)cc21 | 60

Some of the entries so far, in markdown:
| molecule | U2OS ROS induce |
| --- | --- |
| COc1c(-c2ccccc2)oc2c(OC)c(O)cc(O)c2c1=O | 10 |
| CCN1C(=O)c2ccccc2Sc2ccc(C(=O)NCCc3ccccc3)cc21 | 60 |

(more compounds)
SMILES | U2OS ROS induce
O=C(CNC(=O)c1cccs1)NCc1cccs1 | -15
COC(=O)CCCCCCC(=O)N/N=C/c1cccc(NC(=O)OC(C)(C)C)c1 | 38
S=c1cc(-c2ccccc2)oc(-c2ccccc2)c1 | 42
O=c1cc(CO)oc(C(Nc2ccccn2)c2ccccc2O)c1O (stereo unspecified) | -2
COc1ccc(NC(=O)CN(C)S(=O)(=O)c2ccc(Cl)cc2)c([N+](=O)[O-])c1 | -3
Cc1noc(C)c1NC(=O)Nc1ccc2c(c1)C(=O)N([C@@H](C)CO)C[C@H](C)[C@H](CN(C)Cc1ccncc1)O2 | 1
O=C(Nc1ccccc1C(=O)NCc1cccnc1)c1cccc([N+](=O)[O-])c1 | 0
O=C(N=S1CCN(C(=O)c2ccc(Cl)cc2)CC1)c1ccc(Cl)cc1 | -7
C[C@@H]1CCCCO[C@@H](CN(C)S(C)(=O)=O)[C@@H](C)CN([C@H](C)CO)C(=O)c2cc(NC(=O)c3ccncc3)ccc2O1 | 9
COc1ccc(CN(C)C[C@@H]2Oc3ccc(NC(=O)Nc4c(C)noc4C)cc3CC(=O)N([C@H](C)CO)C[C@@H]2C)cc1 | 5
COc1ccc(NC(=O)N(C)C[C@H]2Oc3ccc(NC(=O)CCN4CCOCC4)cc3C(=O)N([C@@H](C)CO)C[C@H]2C)cc1 | -1
O=C(Nc1cc(C(F)(F)F)ccc1Br)c1ccccc1F | 25
COc1ccc(S(=O)(=O)Nc2cccc3c2O[C@@H](CN(C)C)[C@H](C)CN([C@@H](C)CO)C3=O)cc1 | -2
Cn1nc(C(C)(C)C)cc1N | 5
CC1CCN(C(=O)/C=C/c2ccc3c(c2)OCO3)CC1 | 5
FC(F)(F)C1NCCc2c1[nH]c1ccccc21 (stereo unspecified) | -6
C[C@@H]1CN([C@H](C)CO)C(=O)c2cc(NC(=O)Nc3ccc4c(c3)OCO4)ccc2O[C@@H]1CN(C)S(C)(=O)=O | -9
C[C@@H]1CN([C@@H](C)CO)C(=O)c2cc(NS(=O)(=O)c3cccs3)ccc2O[C@H]1CN(C)Cc1ccc(-c2ccccc2)cc1 | 62
Cc1cc(C)c(NC(=O)CSc2nc3c(c(-c4ccco4)c2C#N)CCCC3)c(C)c1 | 7
COc1ccc(CN(C)C[C@@H]2Oc3ccc(NC(=O)c4ccncc4)cc3C(=O)N([C@@H](C)CO)C[C@@H]2C)cc1 | 2
C[C@@H]1CN([C@H](C)CO)C(=O)c2cc(NS(=O)(=O)c3ccc(F)cc3)ccc2O[C@@H]1CN(C)Cc1ccc(C(=O)O)cc1 | -14
C[C@H](CO)N1C[C@H](C)[C@H](CN(C)Cc2ccc(C(=O)Nc3ccccc3N)cc2)Oc2ccc(NC(=O)Cc3cn(C)c4ccccc34)cc2C1=O | 42
Cc1cnc(N(C(=O)c2c(-c3ccccc3)noc2C)C(=O)c2c(-c3ccccc3)noc2C)c(C)n1 | 22
C[C@@H]1CCCCO[C@@H](CN(C)Cc2ccccc2)[C@@H](C)CN([C@H](C)CO)C(=O)c2cc(NC(=O)C3CCCCC3)ccc2O1 | 8
O=C(Cn1cnc2c(nnn2-c2cccc(Cl)c2)c1=O)NCC1CCCO1 (stereo unspecified) | -6
COC(=O)[C@]1(Cc2ccccc2CN=[N+]=[N-])N=C(c2ccc(OCCCO)cc2)O[C@@H]1c1ccccc1N=[N+]=[N-] | 38
C[C@@H]1CCCCO[C@@H](CN(C)C(=O)C2CCCCC2)[C@@H](C)CN([C@H](C)CO)C(=O)c2cc(NC(=O)Nc3cccc4ccccc34)ccc2O1 | 102*
C[C@H](CO)N1C[C@H](C)[C@@H](CN(C)C)Oc2ccc(NC(=O)Cn3cnnn3)cc2C1=O | 0
COc1ccc(-c2cc(=O)c3c(O)cc(O)cc3o2)cc1 | 39
O=S(=O)(N[C@@H]1CCCN(Cc2cccc(OCCO)c2)C1)c1cc(C(F)(F)F)ccc1Cl | 12
C[C@@H]1CN([C@@H](C)CO)C(=O)Cc2cc(NC(=O)CCCCCC(=O)Nc3ccccc3N)ccc2O[C@@H]1CN(C)C(=O)Nc1ccccc1 | 18
C[C@H](CO)N1C[C@H](C)[C@@H](CN(C)C(=O)Nc2ccccc2)Oc2ccc(NC(=O)CCCCCC(=O)Nc3ccccc3N)cc2C1=O | 9
C[C@H]1CN([C@@H](C)CO)C(=O)c2cccc(NC(=O)C3CCCCC3)c2O[C@@H]1CN(C)C(=O)Nc1ccccc1 | 0
Cc1c(Br)c([N+](=O)[O-])nn1CC(=O)Nc1cc(F)ccc1F | -8
C[C@@H]1CN([C@H](C)CO)C(=O)c2cccc(NS(C)(=O)=O)c2O[C@H]1CN(C)S(=O)(=O)c1ccccc1 | -4
COCCCNC(=O)[C@@]1(CCS(=O)(=O)c2ccccc2)N=C(c2ccc(OCCCO)cc2)O[C@H]1c1ccccc1 | 47
CS(=O)c1sc(C(=O)OCc2ccccc2)c2c1C(=O)CC(C)(C)C2 (stereo unspecified) | 0
CC(C)NC(=O)N(C)C[C@H]1OCCCC[C@@H](C)Oc2ccc(NS(=O)(=O)c3ccc(Cl)cc3)cc2C(=O)N([C@H](C)CO)C[C@@H]1C | 24
COc1ccc2nc(SCC3=CC(C)(C)N(C(C)=O)c4ccccc43)nc(C)c2c1 | -22
COc1ccc([Si](C)(C)[C@H]2[C@H](CCO)O[C@@]3(C(=O)N(Cc4ccccc4)c4ccc(NC(=O)[C@H](C)O)cc43)[C@@H]2C)cc1 | 44
C[C@@H]1CN([C@@H](C)CO)C(=O)c2cccc(NC(=O)c3nc4ccccc4s3)c2O[C@@H]1CN(C)S(=O)(=O)c1ccccc1 | 28
C[C@H]1CN([C@@H](C)CO)C(=O)c2cc(NS(=O)(=O)c3ccc(Cl)cc3)ccc2O[C@H]1CN(C)Cc1ccc(C(=O)Nc2ccccc2N)cc1 | 11
COC(=O)c1cccc(NC(=O)CSc2nc(C)cc(-c3ccccc3)n2)c1 | 24
C=C[C@H]1[C@H](OC2OC(CO)C(O)C(O)C2O)OC=C(C(=O)OC)[C@H]1CCOC(=O)c1cc(O)c(O)c(O)c1 (stereo partly specified) | -6
